Screening results (PubChem)
HKDC1 inh: blocks human hexokinase HKDC1 activity; AID 493160; recombinant HKDC1, G6PDH/diaphorase resazurin coupled fluorescence; Q2TB90; actives 0.16% (n = 340,000); inhibition, % at 20 µM;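 active means inhibition above about 35% when tested at 20 µM, limit read from the data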;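 further: plate controls were DMSO wells with enzyme for no effect and DMSO wells lacking enzyme for full effect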
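System: Recombinant HKDC1 hexokinase | Amount: HKDC1 at 5 µg/mL | Reagent: Glucose with 1 mM ATP | Doses: Single 20 µM dose | Incubation: Reaction time 90 min, room temperature, protected from light | Signal: Coupled resazurin fluorescence, excitation 525 nm, emission 613 nm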
Gli-Sufu antag: antagonists of Gli-Sufu signaling; Sufu-KO-LIGHT fibroblasts, Gli luciferase reporter luminescence; inhibition, % at 5 µM; actives 0.74% (n = 340,000); AID 588413;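 active means inhibition above about 55%, limit read from the data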;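 further: 0% = DMSO-treated cells and 100% = wells with medium but no cells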
SENP8 block: blocks the human protease SENP8 | Q96LD8 | purified SENP8, Z-RLRGG-aminoluciferin cleavage, luminescence | inhibition, % at 10 µM | actives 1.2% (n = 330,000) | AID 2540
Target sequence (Q96LD8 whole entry, looked up): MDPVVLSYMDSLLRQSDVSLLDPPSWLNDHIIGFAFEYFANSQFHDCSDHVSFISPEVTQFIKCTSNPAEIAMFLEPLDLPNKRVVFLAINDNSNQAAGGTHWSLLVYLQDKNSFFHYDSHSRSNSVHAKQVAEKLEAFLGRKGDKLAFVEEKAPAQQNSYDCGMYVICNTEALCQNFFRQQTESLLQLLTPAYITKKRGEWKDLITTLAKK
Apaf-1 inh: blocks human Apaf-1 apoptosome activity; O14727; reconstituted apoptosome caspase-3 activity, DEVD-Rh110 fluorescence; inhibition, % at 20 µM; actives 0.71% (n = 330,000); AID 489030; active means inhibition of at least 40% at 20 µM;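 further: plate controls were DMSO wells for no effect and DEVD-CHO caspase inhibitor wells for full effect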
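System: Apoptosome proteins | Medium: Hepes pH 7.5 with detergent and BSA | Also added: Cytochrome c trigger plus (Z-DEVD)2-Rh110 caspase-3 substrate | Incubation: 30 min compound preincubation, 50 min activation, room temperature | Detection: Rhodamine 110 fluorescence at Ex 480/Em 540 nm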
SENP7 inh: SENP7 protease inhibition. Q9BQF6. recombinant SENP7, Z-RLRGG-aminoluciferin luminescence, 40 min. actives 1.5% (n = 330,000). inhibition, % at 5 µM;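 active means inhibition above about 50% at the single test dose, limit read from the data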;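 further: plate controls were DMSO with enzyme for no effect and no enzyme buffer wells for full effect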
Target sequence (Q9BQF6 706-1050 limits assumed): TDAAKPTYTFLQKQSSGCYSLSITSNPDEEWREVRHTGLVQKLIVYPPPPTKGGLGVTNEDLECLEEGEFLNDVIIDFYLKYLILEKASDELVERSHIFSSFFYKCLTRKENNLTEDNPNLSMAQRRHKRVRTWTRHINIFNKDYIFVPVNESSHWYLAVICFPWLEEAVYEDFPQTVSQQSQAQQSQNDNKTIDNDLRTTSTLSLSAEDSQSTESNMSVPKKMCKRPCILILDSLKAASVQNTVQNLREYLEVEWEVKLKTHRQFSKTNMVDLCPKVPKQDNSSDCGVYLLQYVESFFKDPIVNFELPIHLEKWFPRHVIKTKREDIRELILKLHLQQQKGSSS
UBC13 inh: blocks human UBC13 polyubiquitin chain formation; P61088; TR-FRET; inhibition, % at 20 µM; actives 0.47% (n = 330,000); AID 485273; in the data active means inhibition above about 45%, passing the limit was not always enough
Target sequence (P61088 whole entry, looked up): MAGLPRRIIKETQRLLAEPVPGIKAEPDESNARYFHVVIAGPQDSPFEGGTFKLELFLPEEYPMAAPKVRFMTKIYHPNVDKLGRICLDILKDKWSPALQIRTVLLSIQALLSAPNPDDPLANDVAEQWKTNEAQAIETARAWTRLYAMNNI
Jurkat NFkB inh: lowers PMA/ionomycin-induced NF-kB signal in Jurkat cells; PMA/ionomycin-induced NF-kB luciferase reporter, luminescence; inhibition, % at 4 µM; actives 0.53% (n = 330,000); AID 435003
697 NFkB inh: lowers PMA/ionomycin-induced NF-kB signal in 697 B cells | 697 B-cell NF-kB luciferase reporter, 16 h | inhibition, % at 4 µM | actives 0.33% (n = 330,000) | AID 435022; in the data active means inhibition above about 35%
Numbers without * were called inactive; nt = not tested or not shown. Unless noted, no stated cut-off is given here; in the data, active means inhibition above about 50%; inactive means the rest. Hits appear at their usual frequency. About 3.6% of those tested had a hit in this group.

A first look (14 entries):
Every second line gives: 697 NFkB inh	Apaf-1 inh	UBC13 inh	Gli-Sufu antag	SENP7 inh	Jurkat NFkB inh	SENP8 block	HKDC1 inh
- Cc1ccc(N(CC(=O)NCCc2ccccc2)C(=O)CCC(=O)Nc2cc(C)ccn2)cc1
  11	21	5	22	1	-11	-3	4
- O=C(c1ccc(Br)o1)N1CCN=C1SCc1cccc(F)c1
  12	1	1	3	6	4	-1	0
- COc1ccccc1-n1nnnc1SCC(=O)Nc1oc(C)c2c(C)n[nH]c(=O)c12
  8	2	-9	-3	-1	-6	0	-4
- COc1nc(C)c2cc(C)oc2n1
  15	-5	10	-16	-1	2	4	-11
- COc1cc(CN2CCC(C)CC2)ccc1OCc1ccccc1
  -20	4	3	32	-19	-14	15	-5
- O=C(Oc1ccc(C(=S)N2CCOCC2)cc1)c1ccc(Br)cc1
  10	4	-11	0	-1	7	-16	10
- CC(C)c1ccc(NC(=O)CN2C(=O)NC(Cc3c[nH]c4ccccc34)C2=O)cc1 (configuration not stated)
  -2	4	8	-6	1	-6	-2	0
- COc1cc(OC)cc(-c2c(-c3cccs3)c3cc(-c4ccn[nH]4)ccc3n2C)c1
  -1	20	13	7	-3	-17	-7	0
- Cc1nnc(CN(C)C(=O)c2cc(COc3ccc(F)cc3Cl)on2)o1
  -58	-7	-4	-59	-2	-30	-3	-9
- NC(=O)c1nsc(C(=O)N(Cc2ccc(F)cc2)C(C(=O)NCC2CCCO2)c2ccc(F)cc2)c1N (configuration not stated)
  6	11	9	-3	1	-12	0	-2
- COc1ccccc1C(=O)NC(=O)COC(=O)c1cccc(C)c1O
  22	0	32	2	1	14	-4	-1
- CCOC(=O)COc1ccc2c(C)cc(=O)oc2c1C(=O)c1ccccc1
  -31	-1	-3	3	-2	-26	1	2
- CCc1ccc(C(=O)NC(CC(C)C)C(=O)O)cc1 (configuration not stated)
  21	-23	16	-1	2	15	4	-11
- O=C(COC(=O)c1cc2ccccc2oc1=O)Nc1cccc(Br)c1
  -12	14	-5	-5	-7	1	-2	-3

This part in full, from the first entry:
Every second line gives: 697 NFkB inh	Apaf-1 inh	UBC13 inh	Gli-Sufu antag	SENP7 inh	Jurkat NFkB inh	SENP8 block	HKDC1 inh
- Cc1ccc(N(CC(=O)NCCc2ccccc2)C(=O)CCC(=O)Nc2cc(C)ccn2)cc1
  11	21	5	22	1	-11	-3	4
- O=C(c1ccc(Br)o1)N1CCN=C1SCc1cccc(F)c1
  12	1	1	3	6	4	-1	0
- COc1ccccc1-n1nnnc1SCC(=O)Nc1oc(C)c2c(C)n[nH]c(=O)c12
  8	2	-9	-3	-1	-6	0	-4
- COc1nc(C)c2cc(C)oc2n1
  15	-5	10	-16	-1	2	4	-11
- COc1cc(CN2CCC(C)CC2)ccc1OCc1ccccc1
  -20	4	3	32	-19	-14	15	-5
- O=C(Oc1ccc(C(=S)N2CCOCC2)cc1)c1ccc(Br)cc1
  10	4	-11	0	-1	7	-16	10
- CC(C)c1ccc(NC(=O)CN2C(=O)NC(Cc3c[nH]c4ccccc34)C2=O)cc1 (configuration not stated)
  -2	4	8	-6	1	-6	-2	0
- COc1cc(OC)cc(-c2c(-c3cccs3)c3cc(-c4ccn[nH]4)ccc3n2C)c1
  -1	20	13	7	-3	-17	-7	0
- Cc1nnc(CN(C)C(=O)c2cc(COc3ccc(F)cc3Cl)on2)o1
  -58	-7	-4	-59	-2	-30	-3	-9
- NC(=O)c1nsc(C(=O)N(Cc2ccc(F)cc2)C(C(=O)NCC2CCCO2)c2ccc(F)cc2)c1N (configuration not stated)
  6	11	9	-3	1	-12	0	-2
- COc1ccccc1C(=O)NC(=O)COC(=O)c1cccc(C)c1O
  22	0	32	2	1	14	-4	-1
- CCOC(=O)COc1ccc2c(C)cc(=O)oc2c1C(=O)c1ccccc1
  -31	-1	-3	3	-2	-26	1	2
- CCc1ccc(C(=O)NC(CC(C)C)C(=O)O)cc1 (configuration not stated)
  21	-23	16	-1	2	15	4	-11
- O=C(COC(=O)c1cc2ccccc2oc1=O)Nc1cccc(Br)c1
  -12	14	-5	-5	-7	1	-2	-3
- O=C(NCCN1CCOCC1)c1cc2ccccc2o1
  14	8	4	4	4	-5	-7	-3
- CCNC(=S)N(CCCN(CC)CC)Cc1cc2cc3c(cc2[nH]c1=O)OCO3
  -9	-1	5	12	2	-8	-4	0
- CCc1ccccc1NC(=O)Cn1nnc(-c2cccnc2)n1
  15	-9	4	2	2	-6	-5	6
- COc1ccc(C(=O)Nc2cc(=O)n(C)c(=O)n2C)cc1OC
  24	-1	-7	33	8	-8	-9	-7
- O=C(O)CCCNC(=O)Cc1ccccc1
  18	1	-14	4	-1	2	-14	-5
- COc1ccc(NS(=O)(=O)c2ccc3c(c2)CCC(=O)N3)cc1O
  11	4	2	19	4	-2	5	-3
- Cc1cc(C)nc(NC(=O)c2cc(-c3ccc(C)s3)nc3ccccc23)c1
  -2	12	35	-1	10	-4	-6	-6
- O=C(CSc1nnc(CNC(=O)c2c(F)cccc2F)o1)NCc1ccco1
  -13	13	-4	-7	-7	1	-15	-4
- CC(=O)c1cc2c(=O)c3cc(C)ccc3oc2nc1C
  -19	4	5	16	64*	-60	64*	-2
- O=C(O)c1c(Cl)nc2ccccn12
  15	-3	-7	-6	-1	2	-2	-6
- CCn1c(SCC(=O)C(C)(C)C)nnc1-c1ccccn1
  14	1	6	-6	9	7	-5	6
- C=C(C)CN(CC)C(=O)CSc1nc(O)cc(=O)n1C1CCCC1
  -2	12	-6	4	-6	8	-5	-4
- CC(=O)C(N=Nc1ccccc1)(Sc1nnc(-c2ccccc2)n1-c1ccccc1)C(C)=O
  -16	-2	3	12	-4	4	-2	5
- Cc1cc(N2CCOCC2)nc(N2CCOCC2)n1
  -1	3	-3	8	-11	-4	-13	-6
- CCC(c1nnnn1C1CCCC1)N1CCN(c2ccccc2)CC1 (configuration not stated)
  7	3	-3	5	-3	8	-4	-5
- CC(=O)c1ccc(-n2c(=O)[nH]c(=O)c3c(N)c(C(=O)c4ccc(Cl)cc4)sc32)cc1
  -14	9	-6	8	-1	-11	-3	1
- Cc1ccc(CNC(=O)c2ccc(N3CCC4(CC3)CC(c3ccccc3)=NO4)c(N)c2)cc1
  -24	21	-7	18	-9	10	2	-5
- Cc1cc(C)nc(SCC(=O)Nc2ccc(S(=O)(=O)NC(C)(C)C)cc2)n1
  -1	-14	-2	13	-9	2	5	-7
- Cc1cc(C)c(C#N)c(SCCS(=O)(=O)Cc2ccc(Cl)cc2)n1
  11	18	1	17	10	5	2	-14
- COc1cc(C(=O)O)ccc1OCc1c(C)noc1C
  2	12	1	5	8	10	-2	-7
- O=S(=O)(CCN1CCN(c2ccccc2O)CC1)c1cc(Cl)ccc1Cl
  12	-2	-2	7	6	1	-4	0
- O=C(COC(=O)c1ccccc1S(=O)(=O)N1CCCCC1)NCC(F)(F)F
  -3	0	3	3	5	-3	2	-3
- O=P(c1ccccc1)(c1ccccc1)C1CCCO1 (configuration not stated)
  6	-10	4	-10	3	0	-8	-4
- CN(N)C(=S)Nc1ccc(F)cc1
  16	-1	0	1	-7	0	1	-3
- CCOc1ccc(CCNC(=O)C2CCN(S(=O)(=O)CC)CC2)cc1OCC
  19	-30	-1	1	0	1	3	-9
- CCC(OC(=O)c1cccs1)C(=O)NCc1ccco1 (configuration not stated)
  -16	15	-15	3	-8	-2	1	-3
- Cc1ccc(-c2noc(CCC(=O)NCc3ccccc3CN3CCOCC3)n2)cc1
  -6	6	2	nt	-4	-2	7	-1
- COc1ccc(-c2nn(-c3ccccc3)cc2/C=C(\C#N)S(=O)(=O)c2ccccc2)cc1OC
  13	3	7	-8	4	1	0	-2
- Cc1ccc2[nH]cc(/C=C/c3cc[n+](C)cc3)c2c1
  -5	8	-492	26	14	28	6	-2
- COc1ccc(C2NC(=O)NC3=C2C(=O)CCC3)cc1 (configuration not stated)
  22	-6	6	11	-4	28	-3	-1
- Cc1ccc(C)c(S(=O)(=O)N2CCCCC2CCNC(=O)C(=O)NC2CCCC2)c1 (configuration not stated)
  -7	15	1	16	7	22	2	-3
- Cc1ccc(NS(=O)(=O)c2ccc(C(=O)N3CCCC(C(F)(F)F)C3)cc2)cc1 (configuration not stated)
  -18	14	1	15	-2	13	4	4
- Cc1cccc(NC(=O)COC(=O)Cc2c[nH]c3ccccc23)c1C
  -3	-4	-14	-6	2	-4	-3	-6
- CCOC(=O)C[C@H]1c2ccc(C(F)(F)F)cc2S(=O)(=O)N1Cc1ccccc1
  12	11	4	-5	8	2	-5	-2
- c1ccc(Nc2ncnc3c2oc2ccccc23)cc1
  -54	2	16	-31	36	-49	14	4
- O=C(NCC1CCCO1)C(c1ccc(F)cc1)N(CCCN1CCOCC1)C(=O)c1ccc(-c2ccccc2)[nH]1 (configuration not stated)
  7	9	-2	20	-2	-4	-12	-12
- O=C(CN(C(=O)CNC(=O)c1cccs1)c1ccccc1F)NC1CCCCC1
  12	-6	-5	-12	5	11	-4	-6
- C=CCNC(=O)COc1ccccc1C#N
  11	-6	11	-11	2	3	-1	-4
- CC(C)(C)NC(=O)CN(C(=O)C1CSC(=O)C1)c1ccccc1F (configuration not stated)
  12	-8	-2	1	3	6	-3	-3
- CCOC(=O)c1ccc(Nc2ncnc3c2cnn3C)cc1
  -16	-7	8	-13	9	-34	-6	-1
- CCN(CC)CCCNC(=O)CSc1nc(C)cc(C)n1
  19	-2	2	-10	3	9	8	-7
- N#CC1=C(N)Oc2n[nH]c(-c3cccnc3)c2C1c1ccc([N+](=O)[O-])o1 (configuration not stated)
  16	0	-21	5	8	4	7	2
- COc1ccc2[nH]c3c(c2c1)CCN1C(=O)C(CC(=O)NC(C)(C)C)C[C@H](C(=O)N2CCOCC2)[C@@]31CCC1CCCC1 (some centres not stated)
  -2	25	nt	-4	-9	nt	nt	-2
- O=C(O)C1=NN(c2ccccc2)C(=O)CC1
  19	-22	6	3	2	-6	-9	-6
- O=C(N/N=C/c1ccc([N+](=O)[O-])o1)c1ccc2c(c1)OCO2
  -14	-8	-18	43	8	8	8	4
- Cc1ccc(SCc2c(C(=O)N/N=C/c3ccncc3)nnn2-c2nonc2N)cc1
  -55	-4	4	6	3	8	-8	-1

New compounds follow:
Every second line gives: 697 NFkB inh	Apaf-1 inh	UBC13 inh	Gli-Sufu antag	SENP7 inh	Jurkat NFkB inh	SENP8 block	HKDC1 inh
- C=CCOC(=O)C1=C(C)NC(=O)NC1C1CC=CCC1 (configuration not stated)
  1	2	-4	9	-1	1	1	-7
- O=C(NCc1ccccc1CN1CCCC1)c1cccc(N2CCCC2=O)c1
  1	9	6	9	1	-10	3	4
- COc1ccc(-c2[nH]ncc2CN2CCN(C(=O)c3cccs3)CC2)c(F)c1
  -1	-8	-5	-9	12	3	0	-6
- Cn1nnnc1SCc1cccc2ccccc12
  8	0	16	-2	5	5	4	-3
- Cc1ccccc1C(=O)NCCCNC(=O)c1cnccn1
  8	4	6	18	1	4	0	-2

Sorted by length of the SMILES (lowest first): some entries from above.
Every second line gives: 697 NFkB inh	Apaf-1 inh	UBC13 inh	Gli-Sufu antag	SENP7 inh	Jurkat NFkB inh	SENP8 block	HKDC1 inh
- Cn1nnnc1SCc1cccc2ccccc12
  8	0	16	-2	5	5	4	-3
- C=CCOC(=O)C1=C(C)NC(=O)NC1C1CC=CCC1 (configuration not stated)
  1	2	-4	9	-1	1	1	-7
- Cc1ccc(SCc2c(C(=O)N/N=C/c3ccncc3)nnn2-c2nonc2N)cc1
  -55	-4	4	6	3	8	-8	-1
